KCNK3 block = human KCNK3 channel inhibition, primary screen; O14649; CHO-KCNK3 thallium flux, FluxOR fluorescence; stronger effect = lower value; B-score at 10 µM; 340,000 tested, 0.84% active; AID 602410;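 active = B-score under library mean minus 4 SD, starting fluorescence ratio at most library mean plus 5 SD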;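 also: more negative B-score means stronger inhibition of thallium flux through KCNK3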
Target sequence (O14649 whole entry, looked up): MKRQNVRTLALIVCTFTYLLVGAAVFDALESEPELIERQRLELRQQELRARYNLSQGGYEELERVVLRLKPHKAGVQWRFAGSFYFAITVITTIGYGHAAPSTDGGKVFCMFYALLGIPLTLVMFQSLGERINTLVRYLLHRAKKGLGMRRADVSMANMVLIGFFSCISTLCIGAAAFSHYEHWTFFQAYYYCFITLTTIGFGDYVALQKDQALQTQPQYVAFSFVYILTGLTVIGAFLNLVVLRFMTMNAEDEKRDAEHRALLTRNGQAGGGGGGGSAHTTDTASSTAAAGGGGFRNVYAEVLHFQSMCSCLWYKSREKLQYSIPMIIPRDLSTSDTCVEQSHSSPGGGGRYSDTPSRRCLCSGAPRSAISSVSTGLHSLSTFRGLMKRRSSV
KCNK9 inh = inhibitors of human KCNK9 two-pore domain potassium channel; Q9NPC2; HEK293 KCNK9, FluxOR thallium flux fluorescence; stronger effect = lower value; B-score at 10 µM; 310,000 tested, 1.2% active; AID 488922;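 active = ratio B-score over 3 SD below the library mean, with starting fluorescence within 5 SD of its mean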;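 also: negative B-score means less thallium flux so channel inhibition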
Target sequence (Q9NPC2 whole entry, looked up, the tested form may be a part): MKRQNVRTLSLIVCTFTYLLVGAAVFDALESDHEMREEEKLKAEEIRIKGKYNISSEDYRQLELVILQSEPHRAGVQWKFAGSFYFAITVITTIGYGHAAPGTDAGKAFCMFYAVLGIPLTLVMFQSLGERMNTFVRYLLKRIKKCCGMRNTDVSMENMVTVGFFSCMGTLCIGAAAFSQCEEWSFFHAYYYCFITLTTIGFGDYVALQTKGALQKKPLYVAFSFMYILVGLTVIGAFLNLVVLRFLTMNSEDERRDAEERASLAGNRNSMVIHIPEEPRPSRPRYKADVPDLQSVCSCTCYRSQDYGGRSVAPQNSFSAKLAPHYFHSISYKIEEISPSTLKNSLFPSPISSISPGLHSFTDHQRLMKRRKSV
ANO1 block = inhibitors of mouse TMEM16A calcium-activated chloride channel. HEK293 TMEM16A/YFP iodide influx fluorescence, ionomycin. normalized B-score (activity score, 25-100; higher = stronger inhibition) at 10 µM. 310,000 tested, 1.2% active;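 active = ratio plate-corrected score three or more library SD toward inhibition, starting fluorescence score within five deviations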;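 also: score derived from kinetic fluorescence span divided by baseline fluorescence per well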
hERG protect = compounds protecting human hERG from proarrhythmic drug block. CHO-hERG, FluxOR thallium flux, dofetilide IC70 present. activation (rescue from dofetilide block), less the hit threshold, % at 10 µM. 310,000 tested, 0.51% active;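 active = activation above the mean of controls blocked by dofetilide plus 5 SD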;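 also: thallium influx through hERG after potassium depolarization seen as dye fluorescence rise; in these data hits start at about 4.7%; inactives centre near -7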
TRPC4 PAM = TRPC4 (mouse) allosteric potentiation; Q9QUQ5; 310,000 tested, 0.42% active; B-score at 10 µM; HEK293 TRPC4beta/mu-opioid, DAMGO EC20, Fluo-4 Ca2+ flux; stronger effect = higher value; AID 2227;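 active = B-score of calcium response area above 5 SD of library B-scores, with initial fluorescence ratio within 5 SD of library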;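 also: B-score of integrated fluorescence ratio over time as area under calcium response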
KCNQ1 act = human KCNQ1 channel potentiation or activation; P51787; CHO-K1 KCNQ1, thallium flux FluxOR fluorescence; stronger effect = higher value; B-score at 10 µM; 310,000 tested, 0.35% active; AID 2648;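 active = fluorescence ratio B-score, a plate-corrected score, at least three library SD, with initial intensity B-score within 5 SD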
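Assay system: stable KCNQ1 CHO-K1 line; medium: assay buffer, equal DMSO in all wells; timing: 90 min dye loading and 20 min compound exposure, both at room temperature; technique: kinetic FluxOR thallium fluorescence, 10-s 1-Hz baseline, 110-s post-stimulus read; read-out basis: B score of baseline-normalized fluorescence ratio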
KCNQ1 block = inhibitors of human KCNQ1 potassium channel; P51787; B-score at 10 µM; 310,000 tested, 1.3% active; CHO-K1 KCNQ1, FluxOR thallium flux fluorescence; stronger effect = higher value; AID 2642;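 active = compounds whose thallium flux B-score, printed positive for inhibition, exceeds three library SD while starting fluorescence stays within three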;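 also: channel opened by potassium depolarization with thallium stimulus after 20 min compound exposure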
HDAC3 inh = inhibitors of human histone deacetylase 3. recombinant HDAC3, fluorogenic peptide/trypsin coupled, fluorescence. inhibition, % at 8.3 µM. 320,000 tested, 0.15% active; in the data active = inhibition above about 26%, passing the limit was not always enough; inconclusive = no clear call, values can overlap the other calls
TMEM16A act = mouse TMEM16A channel activation, primary screen | Q8BHY3 | HEK293 TMEM16A/YFP-H148Q/I152L, iodide quench fluorescence; stronger effect = lower value | AID 623877 | 340,000 tested, 0.3% active | B-score at 10 µM;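 active = fluorescence-ratio B-score plate-corrected deviation score at least 3 library SD below zero, with starting fluorescence score within 5 deviations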;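 also: channel opened by trigger with iodide after compound preincubation; score built on the fluorescence ratio of max minus min over baseline; more negative score means more quench and so TMEM16A activation or potentiation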
TRPC4 agonist = opens the mouse TRPC4 cation channel; Q9QUQ5; HEK293 TRPC4beta/mu-opioid, Fluo4 calcium fluorescence; stronger effect = higher value; B-score at 10 µM; 310,000 tested, 0.49% active; AID 2237;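 active = B-score above 5 SD of library B-scores, and initial fluorescence ratio not above library mean plus 5 SD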;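 also: positive B-score marks a calcium rise read as TRPC4 activation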
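Material: TRPC4beta and mu-opioid receptor HEK293 stable cells | Incubation: 45 min room-temperature Fluo4 loading, 110 s read | Detection: Kinetic Fluo4 calcium fluorescence | Measure: Integrated baseline-normalised fluorescence ratio, converted to per-well B score | Benchmarks: Low control buffer alone, high control maximal DAMGO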
DYRK1A inh = blocks rat Dyrk1A kinase activity. AID 504441. Q63470. inhibition, % at 12.5 µM. ADP-Glo luminescence, NFATc1 peptide. 310,000 tested, 0.43% active; in the data active = inhibition above about 50%;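 also: plate controls were vehicle with enzyme for no effect and no enzyme for full effect; many of its hits are not listed in these tables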
An asterisk follows results filed as active; i = inactive; ? = inconclusive; nt = not tested or not shown. Some of the compounds tested. The share of hits here may be higher or lower than overall.

Value order: KCNK3 block | KCNK9 inh | ANO1 block | hERG protect | TRPC4 PAM | KCNQ1 act | KCNQ1 block | HDAC3 inh | TMEM16A act | TRPC4 agonist | DYRK1A inh
1. CC(Cc1ccccc1)C(=O)N(C)Cc1ccccc1 (stereo not given)
    i | i | i | -5.8 | i | i | i | -6.8 | i | i | nt
2. COc1cc(/C=C(\C#N)c2[nH]nc(N)c2C#N)cc(OC)c1O
    i | i | i | -7.7 | i | i | i | -4.5 | i | i | 13.6
3. CCC(=O)c1c[nH]c(C(=O)NCC2CCCO2)c1 (stereo not given)
    i | i | i | -11.5 | i | i | i | 0.3 | i | i | -1.3
4. CC(=O)Nc1ccc(S(=O)(=O)NCCC(=O)N2CCN(C(c3ccccc3)c3ccccc3)CC2)cc1
    i | i | i | -13.3 | i | i | i | 4.6 | i | i | 5.5
5. CCCc1nc(NC(C)=O)c(C#N)c(-c2ccco2)c1CC
    i | i | i | -9.0 | i | i | i | -1.3 | i | i | 5.2
6. CCOc1ccc2c(c1)-c1c(ssc1=S)C(C)(C)N2C(=O)CSC1=NCCS1
    i | -13.2* | i | -17.1 | i | i | i | 2.1 | i | i | -7.7
7. Cc1ncc(S(=O)(=O)c2ccc(Cl)cc2)c(N)n1
    i | i | i | -6.4 | i | i | i | -3.2 | i | i | 10.8
8. O=S(=O)(Nc1cccc(S(=O)(=O)N2CCOCC2)c1)c1ccc(Cl)s1
    i | i | i | -2.4 | i | i | i | -3.9 | i | i | 0.4
9. O=C(/C=C/c1ccc(Cl)cc1)Nc1ccc(S(=O)(=O)Nc2ncccn2)cc1
    i | i | i | -14.2 | i | i | i | 8.2 | i | i | nt
10. COC(=O)c1cc(=O)n(-c2ccccc2)c(=Nc2ccccc2)s1
    i | i | i | -10.4 | i | i | i | 6.2 | i | i | 11.7
11. CCOC(=O)c1ccc(NC(=O)N2C3CCCC2CC(NC(C)=O)C3)cc1 (stereo not given)
    i | i | i | -3.6 | i | i | i | -8.0 | i | i | nt
12. N#Cc1c(-c2ccccc2)nc(N2CCOCC2)[nH]c1=O
    i | i | i | -0.7 | i | i | i | 0.8 | i | i | -5.8
13. CC1C=Cc2ccccc2N1C(=O)c1ccccc1 (stereo not given)
    i | i | i | -5.6 | i | i | i | -2.8 | i | i | 5.0
14. O=C(NCCC1=CCCCC1)c1ccc(Cl)c(S(=O)(=O)N2CCOCC2)c1
    i | i | i | -10.2 | i | i | i | -1.3 | i | i | nt
15. CCOCCCNC(=O)c1cc2c(s1)-c1ccccc1SC2
    i | i | i | -10.6 | i | i | i | -4.8 | i | i | 18.5
16. CC(C)n1c(O)c(/C=C2\C=NN=C2c2ccccc2)sc1=S
    i | i | i | -5.0 | i | i | i | -1.8 | i | i | 0.0
17. O=C(NC1CCCCC1)c1ccc2[nH]c(=O)c(=O)[nH]c2c1
    i | i | i | -6.2 | i | i | i | -11.9 | i | i | 5.9
18. O=C(OCC(=O)c1cccs1)C1=COCCO1
    i | i | i | -3.9 | i | i | i | 3.8 | i | i | 1.0
19. O=C(Nc1ccncc1)OCc1ccccc1
    i | i | i | -7.3 | i | i | i | -1.4 | i | i | 0.7
20. N#CCN1CCN(CCC(=O)Nc2ccc(OCc3ccccc3)cc2)CC1
    i | i | i | -7.8 | i | i | i | -0.3 | i | i | 3.4
21. CCCNC(=O)OC[C@H]1O[C@H](CCO/N=C/c2ccc(C(=O)N3[C@H](c4ccc(C)cc4)[C@@H](C)CC[C@H]3C(=O)OC)cc2)C=C[C@@H]1Oc1ccc(OC)cc1
    nt | i | i | -4.4 | i | i | i | -5.3 | nt | i | nt
22. O=C(CCN=C1NS(=O)(=O)c2ccccc21)OCC(=O)c1ccc(F)c(F)c1
    i | i | i | -6.7 | i | i | i | -2.9 | i | i | -15.6
23. CNc1ccc(Br)cc(C(=O)/C=C/c2cccc(OC)c2OC)c1=O
    i | i | i | -14.1 | i | i | i | 5.5 | i | i | -2.7
24. COc1ccc(/C(N)=N/OC(=O)Cc2ccccc2OC)cc1
    i | i | i | -7.0 | i | i | i | 5.4 | i | i | 5.4
25. CCc1ccc(/C(C)=N/Nc2cc(Cl)nc(C)n2)cc1
    i | i | i | -5.4 | i | i | i | 12.9 | i | i | 1.8
26. Cc1ccc2nc(SCc3nc4c(cnn4-c4ccccc4)c(=O)[nH]3)[nH]c2c1
    i | i | 25* | -1.1 | i | i | i | -3.7 | i | i | -4.0
27. COc1ccc(-n2c(SCC(=O)Nc3cc(C)on3)nc3c([nH]c4ccccc43)c2=O)cc1OC
    i | i | i | -6.0 | i | i | i | -2.3 | i | i | 1.7
28. CCCC(=O)Nc1ccc(C(=O)NCC2CCCO2)cc1 (stereo not given)
    i | i | i | -9.8 | i | i | i | 13.3 | i | i | -4.4
29. Cc1cccc(NC(=O)c2ccoc2C)n1
    i | i | i | -6.4 | i | i | i | 7.7 | i | i | -0.2
30. Cc1ccc(N(CC(=O)NC(C)(C)C)C(=O)CNC(=O)c2cccs2)c(C)c1
    i | i | i | -6.8 | i | i | i | 1.1 | i | i | -2.6
31. Nc1nonc1NC(=O)NN=C1CCCCC1
    i | i | i | -3.6 | i | i | i | 0.8 | i | i | -7.6
32. N#Cc1c(NC(=O)COC(=O)c2ccc(F)cc2)sc2c1CCC2
    i | i | i | 0.3 | i | i | i | 3.7 | i | i | nt
33. CC1(C2CC(C(F)(F)F)n3nc(C(=O)O)cc3N2)CC1 (stereo not given)
    i | i | i | -2.4 | i | i | i | 5.1 | i | i | -4.9
34. CC(C)c1ccc(NC(=O)CSc2n[nH]c(=O)n2-c2ccc3c(c2)OCCO3)cc1
    i | i | i | -9.8 | i | i | i | 4.4 | i | i | nt
35. CN(C)c1ccc(C=Nc2ccccc2C(N)=O)cc1
    i | nt | i | nt | nt | nt | nt | 4.9 | i | nt | -3.6
36. COc1ccccc1CNC(=O)C1(NC(=O)Nc2ccc(C)cc2)CCCCC1
    i | i | i | -13.9 | i | i | i | -1.2 | i | i | -4.3
37. O=C(c1ccco1)N1CCN(Cc2nnc(-c3cccc(Cl)c3)o2)CC1
    i | i | i | -7.8 | i | i | i | -0.3 | i | i | -2.1
38. NS(=O)(=O)c1ccc(NC(=O)COC(=O)CCc2ccc(S(=O)(=O)N3CCOCC3)cc2)cc1
    i | i | i | -12.0 | i | i | i | 2.3 | i | i | -2.9
39. CCn1nnc(C(=O)O)c1C(=O)O
    i | i | i | 3.3 | i | i | i | ? | i | i | nt
40. Cc1cccc(NC(=O)CSCC(=O)Nc2ccc(S(=O)(=O)N3CCCC3)cc2)c1
    i | i | i | -6.1 | i | i | i | -6.1 | i | i | -10.1

An excerpt from above, limited to ANO1 block, TRPC4 agonist and KCNQ1 act:
entry | SMILES | ANO1 block | TRPC4 agonist | KCNQ1 act
39 | CCn1nnc(C(=O)O)c1C(=O)O | i | i | i
40 | Cc1cccc(NC(=O)CSCC(=O)Nc2ccc(S(=O)(=O)N3CCCC3)cc2)c1 | i | i | i

Next structures
Value order: KCNK3 block | KCNK9 inh | ANO1 block | hERG protect | TRPC4 PAM | KCNQ1 act | KCNQ1 block | HDAC3 inh | TMEM16A act | TRPC4 agonist | DYRK1A inh
41. O=C(N/N=C/c1cccc(Oc2ccccc2)c1)c1ccccc1F
    i | i | i | -5.8 | i | i | i | 6.1 | i | i | 15.3
42. O=C(Nc1ccnn1C1CCN(Cc2cccnc2)CC1)c1ccccc1Cl
    i | i | i | -6.6 | i | i | i | -7.8 | i | i | 0.5
43. CCN(CC)CCN(C(=O)c1c(F)cccc1F)c1nc2cc(C)cc(C)c2s1
    i | i | i | -19.8 | i | i | i | 5.1 | i | i | nt
44. Cc1cc(NC(=O)c2cc(-c3cccs3)nc3ccccc23)no1
    i | -9.63* | i | -9.3 | i | i | i | nt | i | i | -1.6
45. O=S(=O)(NC1CCCCC1)c1ccc(-c2csnn2)s1
    i | i | i | -0.4 | i | i | i | -6.6 | i | i | 5.6
46. Oc1[nH]c(=S)sc1C=C1N=c2ccccc2=N1
    i | i | i | -0.5 | i | i | i | -1.7 | i | i | 14.0
47. N#Cc1c(NC(=O)CN2CCN(S(=O)(=O)c3ccc4c(c3)OCCO4)CC2)sc2c1CCC2
    i | i | i | -6.8 | i | i | i | 6.5 | i | i | 1.3
48. CCOc1c2ccc(C(=O)NCc3ccc(C(F)(F)F)cc3C(F)(F)F)cc2nn1C
    i | i | i | -4.1 | i | i | i | -0.7 | i | i | -8.4
49. Nc1nnc(SCC(=O)NC2CCCC2)s1
    i | i | i | -6.2 | i | i | i | -2.4 | i | i | -1.1
50. Cc1ccccc1OCC(=O)NC1CCCCCCC1
    i | i | i | -4.3 | i | i | i | 6.3 | i | i | 2.1
51. COc1ccc(N2CCN(C(=O)c3ccc(NS(=O)(=O)c4cccs4)cc3)CC2)cc1
    i | i | i | -12.5 | i | i | i | 1.6 | i | i | -3.8
52. O=C(CSc1nnc(COc2ccccc2)o1)c1ccccc1
    i | i | i | -9.8 | i | i | i | 1.7 | i | i | 10.6
53. CS(=O)(=O)Nc1ccc(C(=O)NCCC2=CCCCC2)cc1
    i | i | i | -9.8 | i | i | i | -3.0 | i | i | nt
54. Cc1ccc(NC(=O)COC(=O)/C=C/c2cccs2)c(C)c1
    i | i | i | -3.6 | i | i | i | 5.3 | i | i | 9.2
55. COc1ccc(S(=O)(=O)N(CC(=O)Nc2ccccc2C(=O)N2CCOCC2)c2ccc(F)cc2)cc1
    i | i | i | -18.9 | i | i | i | -1.5 | i | i | -1.1
56. COc1ccc(-c2sccc2C(C)C(=O)O)cc1 (stereo not given)
    i | i | i | 2.6 | i | i | i | -0.1 | i | i | 0.3
57. Cc1cccc(C(=O)NC(=S)NNC(=O)COc2c(C)cccc2C)c1
    i | i | i | 17.3* | i | 13* | i | 4.4 | i | 102* | -0.9
58. COC(=O)c1cc2ccsc2n1Cc1cccc(F)c1
    i | i | i | -13.2 | i | i | i | 3.3 | i | i | nt
59. CC(C)C(=O)Nc1ncc(C(F)(F)F)cc1Cl
    i | i | i | -8.4 | i | i | i | -2.9 | i | i | 0.8
60. CCOC(=O)C1=C(c2ccccc2)NC(=O)NC1c1ccc(OCC#N)c(OC)c1 (stereo not given)
    i | i | i | -5.6 | i | i | i | 2.7 | i | i | -4.4
61. O=S(=O)(Nc1ccccc1N1CCCCC1)c1ccc(F)cc1
    i | i | i | 1.5 | i | i | i | -1.8 | i | i | 1.0
62. CCOC(=O)C1CCCN(c2cc(C)nc3cc(-c4ccc(F)cc4)nn23)C1 (stereo not given)
    i | i | i | -7.2 | i | i | i | 20.1 | i | i | -2.9

Screens (PubChem)
